Compound activity deposited in PubChem by Broad Institute.
TcdB inh: blocks C. difficile toxin B glycohydrolase activity | inhibition, % at 9.99 µM | P18177 | TcdB glycohydrolase enzymatic assay, plate reader | 350,000 tested, 0.24% active; in the data active = inhibition above about 10%
Target sequence (P18177 whole entry, looked up): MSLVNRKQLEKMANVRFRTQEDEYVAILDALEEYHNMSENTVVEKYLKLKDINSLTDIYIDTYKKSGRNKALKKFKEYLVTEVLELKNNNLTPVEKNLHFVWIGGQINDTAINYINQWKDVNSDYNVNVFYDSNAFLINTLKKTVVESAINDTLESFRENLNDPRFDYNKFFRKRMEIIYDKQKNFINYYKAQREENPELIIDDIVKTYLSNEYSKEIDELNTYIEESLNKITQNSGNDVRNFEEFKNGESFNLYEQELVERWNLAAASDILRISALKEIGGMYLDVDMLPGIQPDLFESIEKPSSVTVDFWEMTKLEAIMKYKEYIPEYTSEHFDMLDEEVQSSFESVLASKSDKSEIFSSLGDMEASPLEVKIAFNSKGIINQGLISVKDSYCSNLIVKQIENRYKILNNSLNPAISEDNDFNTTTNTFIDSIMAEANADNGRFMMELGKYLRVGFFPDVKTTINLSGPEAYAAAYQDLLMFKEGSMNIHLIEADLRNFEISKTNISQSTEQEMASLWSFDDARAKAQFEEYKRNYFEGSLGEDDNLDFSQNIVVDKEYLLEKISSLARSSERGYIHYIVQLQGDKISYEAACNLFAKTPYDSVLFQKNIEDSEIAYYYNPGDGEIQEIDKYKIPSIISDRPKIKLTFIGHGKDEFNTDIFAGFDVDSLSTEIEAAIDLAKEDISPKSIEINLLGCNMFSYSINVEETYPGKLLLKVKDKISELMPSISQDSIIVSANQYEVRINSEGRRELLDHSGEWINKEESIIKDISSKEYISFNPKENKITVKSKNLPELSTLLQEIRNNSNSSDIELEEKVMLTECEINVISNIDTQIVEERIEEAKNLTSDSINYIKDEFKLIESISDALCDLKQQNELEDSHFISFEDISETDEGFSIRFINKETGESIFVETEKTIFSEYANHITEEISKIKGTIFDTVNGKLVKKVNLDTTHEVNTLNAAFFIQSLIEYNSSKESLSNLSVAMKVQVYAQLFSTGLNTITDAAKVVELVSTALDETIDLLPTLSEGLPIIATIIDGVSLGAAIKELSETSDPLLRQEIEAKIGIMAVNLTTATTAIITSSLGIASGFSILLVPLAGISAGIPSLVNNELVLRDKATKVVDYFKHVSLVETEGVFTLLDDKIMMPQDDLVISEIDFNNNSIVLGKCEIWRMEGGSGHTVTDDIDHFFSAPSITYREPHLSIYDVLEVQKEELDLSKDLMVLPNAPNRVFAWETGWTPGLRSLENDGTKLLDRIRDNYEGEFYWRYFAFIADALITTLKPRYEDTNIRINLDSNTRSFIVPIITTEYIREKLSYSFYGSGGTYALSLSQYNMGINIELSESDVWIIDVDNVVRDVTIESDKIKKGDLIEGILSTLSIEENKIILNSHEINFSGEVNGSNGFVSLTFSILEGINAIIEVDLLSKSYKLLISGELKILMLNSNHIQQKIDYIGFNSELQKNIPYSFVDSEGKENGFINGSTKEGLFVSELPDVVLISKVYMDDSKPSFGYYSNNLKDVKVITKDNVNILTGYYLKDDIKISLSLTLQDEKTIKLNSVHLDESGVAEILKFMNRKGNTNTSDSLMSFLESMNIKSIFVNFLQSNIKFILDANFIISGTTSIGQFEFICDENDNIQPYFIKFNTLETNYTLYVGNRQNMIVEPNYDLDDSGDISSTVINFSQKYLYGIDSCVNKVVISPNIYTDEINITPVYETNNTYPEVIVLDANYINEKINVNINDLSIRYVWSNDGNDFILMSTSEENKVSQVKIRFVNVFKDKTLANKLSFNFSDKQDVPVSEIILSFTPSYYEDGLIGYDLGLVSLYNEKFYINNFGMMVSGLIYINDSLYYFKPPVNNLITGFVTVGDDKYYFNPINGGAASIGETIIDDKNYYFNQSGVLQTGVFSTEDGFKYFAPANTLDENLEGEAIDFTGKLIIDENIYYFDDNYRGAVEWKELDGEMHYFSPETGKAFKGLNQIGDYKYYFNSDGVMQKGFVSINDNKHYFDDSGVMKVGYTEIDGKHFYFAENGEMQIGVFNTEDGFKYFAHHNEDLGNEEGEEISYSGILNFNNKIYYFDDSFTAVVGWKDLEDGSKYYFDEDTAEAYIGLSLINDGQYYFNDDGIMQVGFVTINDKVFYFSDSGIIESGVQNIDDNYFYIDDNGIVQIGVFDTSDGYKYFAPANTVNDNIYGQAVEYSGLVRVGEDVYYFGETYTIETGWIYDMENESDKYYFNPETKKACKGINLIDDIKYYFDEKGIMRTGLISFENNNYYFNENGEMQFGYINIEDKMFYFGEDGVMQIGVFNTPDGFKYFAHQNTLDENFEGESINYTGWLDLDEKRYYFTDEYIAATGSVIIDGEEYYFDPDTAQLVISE
The depositor's hits bear a star; & = joins results of further samples.

C[C@@H]1CN([C@H](C)CO)C(=O)c2cc(NC(=O)c3ccncc3)ccc2O[C@@H](C)CCCCO[C@H]1CN(C)C(=O)Nc1ccc(C(F)(F)F)cc1
- TcdB inh = -0.5
CN(C)CC(=O)N[C@@H]1CC[C@@H](CCn2cc(CN(C)C)nn2)O[C@@H]1CO
- TcdB inh = -1.5
C[C@H](CO)N1C[C@H](C)[C@@H](CN(C)Cc2ccccn2)Oc2cc(C#CC3CC3)ccc2S1(=O)=O
- TcdB inh = 0.0
COc1ccc(-c2ccc3c(c2)O[C@H](CN(C)Cc2ccccc2C(=O)O)[C@H](C)CN([C@H](C)CO)S3(=O)=O)cc1
- TcdB inh = 1.2
Cc1ccc(S(=O)(=O)N[C@@H]2C=C[C@@H](CC(=O)NCCc3ccncc3)O[C@H]2CO)cc1
- TcdB inh = 0.6
CN1C(=O)c2cc(NS(C)(=O)=O)ccc2OC[C@@H]2O[C@H](CC(=O)NC3CCCCC3)CC[C@@H]21
- TcdB inh = 0.7
CC=Cc1ccc2n(c1=O)C[C@H]1[C@H](CO)[C@@H](C(=O)NCc3ccncc3)N(Cc3ccncc3)[C@@H]21 (mixture of isomers)
- TcdB inh = -4.9
C[C@H]1CN([C@@H](C)CO)C(=O)c2cccc(NC(=O)c3nc4ccccc4s3)c2O[C@H]1CN(C)CC1CCCCC1
- TcdB inh = 0.6
COc1ccc2c3c([nH]c2c1)[C@H](CO)N(C(=O)Nc1ccc(F)cc1)CC31CCN(C(=O)Cc2ccccc2)CC1
- TcdB inh = 0.3
C[C@H]1CN([C@@H](C)CO)C(=O)c2cc(-c3ccccc3)cnc2O[C@H]1CN(C)C(=O)Cc1ccccc1
- TcdB inh = 0.8
C[C@H](O)C#Cc1ccc2c(c1)O[C@H](CN(C)C(=O)C1CC1)[C@@H](C)CN([C@H](C)CO)S2(=O)=O
- TcdB inh = 1.7
Cc1noc(C)c1NC(=O)Nc1ccc2c(c1)CC(=O)N([C@@H](C)CO)C[C@@H](C)[C@@H](CN(C)Cc1ccc(C(=O)Nc3ccccc3N)cc1)O2
- TcdB inh = 1.0
C[C@H]1CCCCO[C@H](CN(C)C(=O)Nc2ccc(C(F)(F)F)cc2)[C@@H](C)CN([C@@H](C)CO)C(=O)c2cc(NS(=O)(=O)c3cn(C)cn3)ccc2O1
- TcdB inh = 1.4
COCC#Cc1cnc2c(c1)C(=O)N([C@@H](C)CO)C[C@H](C)[C@H](CN(C)C(C)=O)O2
- TcdB inh = 0.7
O=C(N[C@H]1CC[C@@H](CCNS(=O)(=O)c2ccc(F)cc2)O[C@@H]1CO)C1CCCC1
- TcdB inh = 0.3
C[C@@H]1CN([C@H](C)CO)C(=O)Cc2cc(NC(=O)Nc3ccccc3)ccc2O[C@@H]1CN(C)Cc1ccccc1
- TcdB inh = 1.1
COc1ccc(NC(=O)N(C)C[C@@H]2Oc3ccc(NC(=O)Nc4ccccc4)cc3CC(=O)N([C@H](C)CO)C[C@@H]2C)cc1
- TcdB inh = 0.5
CCCNC(=O)[C@@H]1[C@@H](CO)[C@@H]2Cn3c(ccc(-c4ccccc4F)c3=O)[C@@H]2N1C
- TcdB inh = -0.5
C[C@@H]1CN([C@H](C)CO)C(=O)c2cc(NC(=O)Nc3ccc(F)cc3)ccc2O[C@@H]1CN(C)Cc1ccc(C(F)(F)F)cc1
- TcdB inh = 0.7
CN1c2ccc(C#Cc3cccnc3)cc2[C@H]2[C@H](CCN2S(=O)(=O)c2ccccc2F)[C@@H]1CO
- TcdB inh = -10
COc1ccc(NC(=O)Nc2ccc3c(c2)CC(=O)N([C@H](C)CO)C[C@@H](C)[C@@H](CN(C)S(=O)(=O)c2cccs2)O3)cc1
- TcdB inh = -0.9
CC=Cc1ccc2n(c1=O)C[C@H]1[C@H](CO)[C@@H](C(=O)Nc3ccc(-c4ccccc4)cc3)N(C(C)=O)[C@@H]21 (mixture of isomers)
- TcdB inh = -0.1
C[C@H]1CN([C@@H](C)CO)C(=O)CCCn2nncc2CO[C@@H]1CN(C)C
- TcdB inh = 1.9
COc1ccc(S(=O)(=O)N[C@H]2C=C[C@H](CC(=O)N3CCc4ccccc4C3)O[C@@H]2CO)cc1
- TcdB inh = 1.0
C[C@@H]1CN([C@@H](C)CO)C(=O)c2c(c3ccccc3n2C)-c2ccccc2CO[C@@H]1CN(C)C(=O)[C@H]1CCCN1C
- TcdB inh = 0.2

Exported with bars between the fields: entries from further up
molecule | TcdB inh
COc1ccc2c3c([nH]c2c1)[C@H](CO)N(C(=O)Nc1ccc(F)cc1)CC31CCN(C(=O)Cc2ccccc2)CC1 | 0.3
C[C@H]1CN([C@@H](C)CO)C(=O)c2cc(-c3ccccc3)cnc2O[C@H]1CN(C)C(=O)Cc1ccccc1 | 0.8

More structures follow:
COCC(=O)N1CC(=O)N2[C@H](C1)[C@@H](c1ccc(C#CC3CC3)cc1)[C@@H]2CO
- TcdB inh = 0.7
O=S(=O)(Cc1ccccc1)N1CCCCN2[C@@H](CO)[C@@H](c3ccc(C#Cc4ccccc4)cc3)[C@@H]2C1
- TcdB inh = -1.6
COc1ccc2c3c([nH]c2c1)[C@@H](CO)N(Cc1ccncc1)CC31CN(Cc2ccc(-c3ccccn3)cc2)C1
- TcdB inh = -3.7
COCC(=O)Nc1ccc2c(c1)OC[C@H](C)N(CC1CCCCC1)C[C@H](C)[C@H](OC)CN(C)C2=O
- TcdB inh = 1.3
C[C@H]1CCCCO[C@@H](CN(C)S(=O)(=O)c2ccccc2)[C@@H](C)CN([C@@H](C)CO)C(=O)c2cc(NS(=O)(=O)c3ccc(F)cc3)ccc2O1
- TcdB inh = -1.3
O=C(Nc1ccc2c(c1)[C@@H]1C[C@@H](CC(=O)N3CCCCC3)O[C@H](CO)[C@@H]1O2)C1CCOCC1
- TcdB inh = -1.6
C/C=C/c1cnc2c(c1)C(=O)N([C@H](C)CO)C[C@@H](C)[C@@H](CN(C)C(=O)NCCC)O2
- TcdB inh = -0.4
C[C@H](CO)N1C[C@H](C)[C@@H](CN(C)C)Oc2ccc(NS(=O)(=O)c3ccc(F)cc3)cc2CC1=O
- TcdB inh = -0.3
CNC(=O)C[C@@H]1CC[C@@H]2[C@@H](COc3ccc(NC(=O)c4ccc(F)c(F)c4)cc3C(=O)N2C)O1
- TcdB inh = 0.5
N#C[C@H]1[C@H](c2ccc(C3=CCCCC3)cc2)[C@@H](CO)N1S(=O)(=O)c1cccc(F)c1
- TcdB inh = -0.9
C[C@@H]1CCCCO[C@H](CN(C)C(=O)Nc2ccccc2)[C@H](C)CN([C@@H](C)CO)C(=O)c2cc(NC(=O)Nc3ccc(C(F)(F)F)cc3)ccc2O1
- TcdB inh = 0.4
CO[C@@H]1CC[C@H]2CCOc3ccc(C#N)cc3C(=O)N(C)[C@H](C)C(=O)N(C)C[C@H]1O2
- TcdB inh = 0.2
CO[C@H]1CN(C)C(=O)c2cc(NC(=O)NC3CCCCC3)ccc2OC[C@@H](C)N(CC2CCOCC2)C[C@H]1C
- TcdB inh = 0.8
COc1cccc(CN2CCCCN3[C@H](C2)[C@@H](c2ccc(C#Cc4cccnc4)cc2)[C@@H]3CO)c1
- TcdB inh = -0.2
COc1ccc(CN(C)C[C@H]2Oc3ccc(NC(=O)Nc4ccc(C(F)(F)F)cc4)cc3C(=O)N([C@@H](C)CO)C[C@@H]2C)cc1
- TcdB inh = -1.8
C/C=C/c1ccc([C@@H]2[C@H]3CN(CCC(F)(F)F)CCCCN3[C@H]2CO)cc1
- TcdB inh = 1.1
C[C@H](CO)N1C[C@H](C)[C@H](CN(C)C(=O)Nc2cccc3ccccc23)Oc2ccc(NS(=O)(=O)c3ccccc3)cc2CC1=O
- TcdB inh = 1.5
Cc1noc(C)c1NC(=O)Nc1cccc2c1O[C@@H](CN(C)C)[C@H](C)CN([C@@H](C)CO)C2=O
- TcdB inh = 0.6
COc1cccc(C#Cc2cnc3c(c2)C(=O)N([C@H](C)CO)C[C@H](C)[C@H](CN(C)C(=O)C2CCOCC2)O3)c1
- TcdB inh = -0.7
O=C(c1cccc(F)c1)N1CC2(C1)[C@H](c1ccccc1)[C@H](CO)N2C(=O)C1CCOCC1
- TcdB inh = -1.0
Cn1cnc(S(=O)(=O)N2[C@@H]3CNC[C@H]2C3c2ccc(-c3ccccc3)cc2)c1 (stereo partly specified)
- TcdB inh = 0.9&-0.6
N#C[C@@H]1[C@H](c2ccc(C#Cc3ccccc3F)cc2)[C@H](CO)N1C(=O)C1CCCCC1
- TcdB inh = 0.7
CO[C@H]1CN(C)C(=O)c2cc(NS(=O)(=O)CC(F)(F)F)ccc2OC[C@@H](C)N(C)C[C@H]1C
- TcdB inh = -0.7
COCC(=O)N(C)C[C@H]1[C@H](c2ccccc2)[C@H](CO)N1C(=O)Cc1ccncc1
- TcdB inh = -0.6
CO[C@H]1CN(C)C(=O)c2ccc(NC(C)=O)cc2OC[C@H](C)N(C(=O)c2cccnc2)C[C@@H]1C
- TcdB inh = -0.5

COC(=O)[C@@H]1[C@@H](CO)[C@@H]2Cn3c(ccc(-c4ccccc4F)c3=O)[C@H]1N2Cc1ccncc1
- TcdB inh = -0.8
O=C(Nc1cccc(Cl)c1)N[C@H]1CC[C@H](CCNC(=O)C2CCCCC2)O[C@H]1CO
- TcdB inh = -0.3
C[C@@H]1CN([C@@H](C)CO)C(=O)c2cc(NC(=O)Nc3ccc(F)cc3)ccc2O[C@@H](C)CCCCO[C@@H]1CN(C)C(=O)c1ccccc1
- TcdB inh = -2.9
Cc1ccc(S(=O)(=O)N(C)C[C@H]2Oc3ccc(NC(=O)CCN4CCOCC4)cc3C(=O)N([C@H](C)CO)C[C@H]2C)cc1
- TcdB inh = 0.6
COc1ccc(S(=O)(=O)N(C)C[C@@H]2OCCCC[C@@H](C)Oc3ccc(NC(=O)Nc4ccc(F)cc4)cc3C(=O)N([C@H](C)CO)C[C@@H]2C)cc1
- TcdB inh = 0.3
CO[C@@H](CN(C)S(=O)(=O)c1cccc(Cl)c1)[C@@H](C)CN([C@H](C)CO)S(=O)(=O)c1cccc(Cl)c1
- TcdB inh = -9.8
Cc1noc(C)c1NC(=O)Nc1ccc2c(c1)CC(=O)N([C@H](C)CO)C[C@H](C)[C@H](CN(C)Cc1ccccc1)O2
- TcdB inh = -0.1
COC(=O)[C@H]1[C@H](CO)[C@H]2Cn3c(ccc(-c4ccccc4F)c3=O)[C@H]2N1C(=O)c1cnccn1
- TcdB inh = 0.1
CCC(=O)N1[C@@H]2CN(C(=O)Nc3ccc(Cl)cc3)c3ccccc3[C@@H]2[C@@H]1CO
- TcdB inh = 1.7
O=C(NCc1ccc(F)cc1)[C@@H]1[C@@H](CO)[C@@H]2Cn3c(cccc3=O)[C@H]1N2C(=O)C1CC1
- TcdB inh = 1.3
COc1ccc(S(=O)(=O)N(C)C[C@H]2OCCCC[C@H](C)Oc3ccc(NC(=O)C4CCCCC4)cc3C(=O)N([C@H](C)CO)C[C@H]2C)cc1
- TcdB inh = -0.8
C[C@@H]1CN([C@@H](C)CO)C(=O)c2cc(NC(=O)CCCCCC(=O)Nc3ccccc3N)ccc2O[C@H]1CN(C)S(=O)(=O)c1cn(C)cn1
- TcdB inh = 0.0
C[C@@H]1CCCCO[C@@H](CN(C)C(=O)c2ccccc2)[C@@H](C)CN([C@@H](C)CO)C(=O)c2cc(NS(=O)(=O)c3cn(C)cn3)ccc2O1
- TcdB inh = 0.4
CCC(=O)N1CC2(CCN(Cc3ccc(F)cc3)CC2)c2c(n(C)c3cc(OC)ccc23)[C@H]1CO
- TcdB inh = 1.2
CC(C)CC#Cc1cnc2c(c1)C(=O)N([C@@H](C)CO)C[C@@H](C)[C@H](CN(C)Cc1ccccc1)O2
- TcdB inh = 1.9
O=C(C[C@@H]1CC[C@@H](NS(=O)(=O)c2ccc(F)cc2)[C@H](CO)O1)NCc1ccccc1F
- TcdB inh = 1.3
Cc1ccc(OC(=O)N(C)C[C@H]2OCc3ccccc3-c3c(n(C)c4ccccc34)C(=O)N([C@@H](C)CO)C[C@@H]2C)cc1
- TcdB inh = -0.4
COCC(=O)N1CCCCN2[C@H](C1)[C@@H](c1ccc(-c3ccccc3)cc1)[C@@H]2CO
- TcdB inh = 0.0
CC(C)C#Cc1cnc2c(c1)C(=O)N([C@@H](C)CO)C[C@H](C)[C@@H](CN(C)C(=O)Nc1cccc(F)c1)O2
- TcdB inh = -0.1
CO[C@H]1CN(C)C(=O)c2cc(NS(C)(=O)=O)ccc2OC[C@@H](C)N(CC2CC2)C[C@@H]1C
- TcdB inh = -0.7
CCC(=O)Nc1ccc2c(c1)OC[C@H](C)N(Cc1ccncc1)C[C@@H](C)[C@H](OC)CN(C)C2=O
- TcdB inh = -0.7
C[C@@H]1CN([C@@H](C)CO)C(=O)Cc2cc(NC(=O)NC3CCCCC3)ccc2O[C@@H]1CN(C)S(=O)(=O)c1cccs1
- TcdB inh = 0.2
CO[C@@H]1CN(C)C(=O)c2ccc(NC(=O)C3CC3)cc2OC[C@@H](C)N(C(=O)c2ccncc2)C[C@@H]1C
- TcdB inh = -0.6
COc1ccc(NC(=O)Nc2ccc3c(c2)C(=O)N([C@H](C)CO)C[C@@H](C)[C@H](CN(C)CC2CCCCC2)OCCCC[C@@H](C)O3)cc1
- TcdB inh = 0.1
O=C(NCC[C@@H]1CC[C@H](NC(=O)c2cnccn2)[C@H](CO)O1)Nc1ccc(F)cc1
- TcdB inh = -0.5

C[C@H](CO)N1C[C@H](C)[C@H](CN(C)C(=O)Nc2cc(F)ccc2F)Oc2ncc(-c3cccc(F)c3)cc2C1=O
- TcdB inh = 0.3
Cc1noc(C)c1NC(=O)Nc1ccc2c(c1)C(=O)N([C@H](C)CO)C[C@@H](C)[C@@H](CN(C)C(=O)Nc1cccc3ccccc13)O2
- TcdB inh = 0.7
C[C@@H]1CN([C@H](C)CO)C(=O)Cc2cc(NC(=O)C3CCCCC3)ccc2O[C@H]1CN(C)Cc1ccccc1
- TcdB inh = 1.5
C[C@@H]1CN([C@H](C)CO)S(=O)(=O)c2ccc(-c3ccncc3)cc2O[C@H]1CN(C)C
- TcdB inh = -0.6

Looked up by compound from the list above (3):
Cc1noc(C)c1NC(=O)Nc1ccc2c(c1)C(=O)N([C@H](C)CO)C[C@@H](C)[C@@H](CN(C)C(=O)Nc1cccc3ccccc13)O2
- TcdB inh = 0.7
C[C@@H]1CN([C@H](C)CO)S(=O)(=O)c2ccc(-c3ccncc3)cc2O[C@H]1CN(C)C
- TcdB inh = -0.6
C[C@H](CO)N1C[C@H](C)[C@H](CN(C)C(=O)Nc2cc(F)ccc2F)Oc2ncc(-c3cccc(F)c3)cc2C1=O
- TcdB inh = 0.3

Some of the compounds tested (hit frequency here may not be typical).
